From PubChem BioAssay
LMPTP inh: LMPTP phosphatase inhibitors, primary screen, biochemical, fluorescence intensity, uHTS; Low molecular weight phosphotyrosine protein phosphatase (Homo sapiens), P24666; recombinant LMPTP-A, OMFP fluorogenic substrate; inhibition, % at 20 µM; hit rate 0.22% among 360,000;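 active = compounds that cut the enzyme signal by at least half of the control window in the single-dose screen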;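 note: plate controls were DMSO wells with enzyme plus substrate for no effect and substrate without enzyme for full effect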
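material = LMPTP-A | quantity = 0.625 nM enzyme | reagent = OMFP substrate, 400 µM final | buffer or medium = Bis-Tris pH 6.0, DTT, detergent | detection = endpoint fluorescence intensity from OMFP dephosphorylation | dosing = single 20 µM dose | read-out basis = % inhibition relative to no-enzyme and uninhibited control wells | control set = no-enzyme and uninhibited controls | timing = 50 min at room temperature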
STEP block: STEP phosphatase inhibitors, primary screen, biochemical, fluorescence intensity, uHTS; AID 588621, 2011; hit rate 0.25% among 360,000; recombinant STEP, OMFP fluorogenic substrate; inhibition, % at 20 µM;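 active = inhibition at 20 µM, scaled per plate between control wells, above about 37%, limit read from the data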;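 note: 0% = DMSO with enzyme and substrate and 100% = substrate only without enzyme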
Target sequence (P54829 whole entry, looked up): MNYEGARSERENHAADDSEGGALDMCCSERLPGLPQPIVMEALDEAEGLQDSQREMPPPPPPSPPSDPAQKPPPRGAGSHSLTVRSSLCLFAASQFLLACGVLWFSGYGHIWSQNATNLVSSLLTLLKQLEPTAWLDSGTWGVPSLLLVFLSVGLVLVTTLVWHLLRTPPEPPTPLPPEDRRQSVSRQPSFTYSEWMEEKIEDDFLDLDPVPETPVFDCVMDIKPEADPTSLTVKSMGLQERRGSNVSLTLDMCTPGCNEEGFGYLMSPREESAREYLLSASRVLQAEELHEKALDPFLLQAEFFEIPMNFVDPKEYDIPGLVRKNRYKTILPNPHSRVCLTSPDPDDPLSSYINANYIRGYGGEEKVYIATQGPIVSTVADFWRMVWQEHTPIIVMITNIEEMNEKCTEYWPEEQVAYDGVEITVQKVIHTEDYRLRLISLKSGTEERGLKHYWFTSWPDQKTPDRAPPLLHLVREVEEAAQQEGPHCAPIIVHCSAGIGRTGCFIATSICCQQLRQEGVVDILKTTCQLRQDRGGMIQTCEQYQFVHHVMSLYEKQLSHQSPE
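System: isolated STEP enzyme; schedule: 20 min enzyme reaction at room temperature, protected from light; medium: Bis-Tris buffer pH 6.0, 2.5 mM DTT, 0.005% Tween 20; signal: fluorescence, 480/540 nm; dosing: single compound dose of 20 µM, 1% DMSO final; also added: OMFP substrate, 25 µM final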
CSN deneddyl inh: inhibitors of CSN-mediated cullin deneddylation, primary screen, biochemical, fluorescence polarization, uHTS; COP9 signalosome complex subunit 5 (Homo sapiens), Q92905; Purified CSN, SCF-Nedd8-OG deneddylation; inhibition, % at 12.5 µM; hit rate 0.38% among 360,000; AID 651999, 2013;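 active = pattern-corrected inhibition above about 35%, with an unprinted fluorescence ratio check between 0.5 and 1.5, limit read from the data, passing the limit was not always enough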;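 note: 0% = enzyme with substrate and 100% = substrate without enzyme; some results filed as inactive read as strong as hits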
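Assay system: purified human Csn5 enzyme expressed in HEK293T cells; Input: 0.24 nM Csn5 enzyme, final concentration; Reagent: 10 nM SCFSkp2-Nedd8OG; Compound dosing: 12.5 µM single point; Times: reaction 90 min, room temperature; Technique: fluorescence polarization readout.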
Rin1-Abl PPI inh: inhibitors of Rin1-Abl protein binding, primary screen, biochemical, TR-FRET; inhibition, % at 7.35 µM; AID 588664, 2011; hit rate 0.4% among 360,000; Tyrosine-protein kinase ABL1 (Homo sapiens) + Ras and Rab interactor 1 (Homo sapiens), …; in the data active = inhibition above about 5%, passing the limit was not always enough
DNMT1 inh: human DNMT1 methyltransferase inhibitors, primary screen, biochemical, molecular beacon, fluorescence, HinP1I cleavage, uHTS; DNA (cytosine-5)-methyltransferase 1 (Homo sapiens), P26358; inhibition (reported as % activation of signal), % at 10 µM; hit rate 0.83% among 360,000; in the data active = inhibition above about 50%
Scp1 inh: Scp-1 phosphatase inhibitors, primary screen, biochemical, colorimetric, uHTS | inhibition, % at 20 µM | Carboxy-terminal domain RNA polymerase II polypeptide A small phosphatase 1 (Homo … | Recombinant Scp1, phosphopeptide, malachite green phosphate absorbance | hit rate 0.88% among 340,000;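 active = inhibition above about 50% at 20 µM, limit read from the data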;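 note: plate controls were DMSO wells with enzyme for no effect and wells lacking enzyme for full effect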
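assay system = SCP-1 phosphatase catalytic domain, residues 76-261 | buffer or medium = 50 mM Tris acetate pH 5.5, 0.005% Tween-20, 10 mM MgCl2 | incubation = enzyme reaction 45 min at room temperature, colour 5 min, stabilisation 30 min | signal = Phosphate-binding colour reagent, absorbance read at 630 nm | measure = % inhibition at 20 µM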
NadD block: inhibitors of S. aureus NadD, primary screen, biochemical, colorimetric, uHTS | Nicotinate-nucleotide adenylyltransferase NadD (Staphylococcus aureus N315) | purified NadD enzyme, colorimetric absorbance read-out | inhibition, % at 20 µM | hit rate 0.78% among 360,000 | AID 602399, 2012; in the data active = inhibition above about 26%; note: some compounds past the cut are filed as inactive
Neddyl block: inhibitors of cullin neddylation, primary screen, biochemical, TR-FRET, uHTS, NAE and Ubc12. NEDD8-conjugating enzyme Ubc12 (Homo sapiens) + NEDD8-activating enzyme E1 regulatory …. calls only at 25 µM. hit rate 0.58% among 360,000; in the data active = inhibition above about 36%
Rpn11 inh: Rpn11 (PSMD14) deubiquitinase inhibitors, primary screen, biochemical, fluorescence polarization, uHTS | calls only at 20 µM | hit rate 0.59% among 360,000 | 26S proteasome non-ATPase regulatory subunit 14 (Homo sapiens), O00487 | human 26S proteasome, Ub4-pepOG fluorescence polarization; 20S core pre-blocked with epoxomicin;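 active = inhibition at 20 µM, scaled to each plate's controls, above about 33%, limit read from the data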
Target sequence (O00487 whole entry, looked up): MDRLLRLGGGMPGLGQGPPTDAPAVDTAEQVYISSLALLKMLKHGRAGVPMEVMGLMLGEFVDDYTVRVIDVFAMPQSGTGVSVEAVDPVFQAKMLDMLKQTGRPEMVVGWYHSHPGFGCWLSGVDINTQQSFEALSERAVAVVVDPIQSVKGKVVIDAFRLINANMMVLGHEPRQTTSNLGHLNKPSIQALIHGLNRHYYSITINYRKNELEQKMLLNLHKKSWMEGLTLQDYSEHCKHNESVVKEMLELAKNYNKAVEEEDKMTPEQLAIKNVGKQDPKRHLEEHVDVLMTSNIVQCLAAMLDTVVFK
SUMO1-SIM PPI: modulators of SUMO1 protein-protein interactions, primary screen, biochemical, uHTS; SUMO1 binding to a labelled peptide, TR-FRET, 1 h; inhibition, % at 20 µM; hit rate 0.33% among 360,000; in the data active = inhibition above about 37%
Target sequence (P63165 whole entry, looked up): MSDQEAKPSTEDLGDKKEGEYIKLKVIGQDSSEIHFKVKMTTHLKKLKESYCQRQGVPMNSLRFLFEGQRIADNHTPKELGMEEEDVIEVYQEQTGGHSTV
Active calls of the source: *.

What do the screens show for `CCOc1ccccc1NC(=O)c1cccc2c1C(=O)N(C1CCCCC1)C2`?
LMPTP inh: 3.6; STEP block: 3; CSN deneddyl inh: -4; Rin1-Abl PPI inh: 2; DNMT1 inh: 0; Scp1 inh: -8; NadD block: -7; Neddyl block: inactive; Rpn11 inh: inactive; SUMO1-SIM PPI: 6

How did NC(=O)c1ccc(NC(=O)COC(=O)c2ccc(Br)o2)cc1 do in these assays?
LMPTP inh: -1.0; STEP block: -3; CSN deneddyl inh: -3; Rin1-Abl PPI inh: 1; DNMT1 inh: 3; Scp1 inh: -6; NadD block: 3; Neddyl block: inactive; Rpn11 inh: inactive; SUMO1-SIM PPI: -1

How did FC(F)(F)Oc1ccc(NC(=S)Nc2ccccc2N2CCOCC2)cc1 do in these assays?
LMPTP inh: -0.9; STEP block: 5; CSN deneddyl inh: 0; Rin1-Abl PPI inh: -1; DNMT1 inh: 5; Scp1 inh: -8; NadD block: -7; Neddyl block: inactive; Rpn11 inh: inactive; SUMO1-SIM PPI: 1

How did O=C(CNc1ccccc1)N/N=C/c1c[nH]c2ccccc12 do in these assays?
LMPTP inh: -0.7; STEP block: -4; CSN deneddyl inh: -5; Rin1-Abl PPI inh: -1; DNMT1 inh: 0; Scp1 inh: -3; NadD block: 0; Neddyl block: inactive; Rpn11 inh: inactive; SUMO1-SIM PPI: -10

Results for CCc1cccc(CC)c1NC(=O)Cn1c(-c2ccccc2Cl)nc2ccccc21 ?
LMPTP inh: -1.8; STEP block: -2; CSN deneddyl inh: 6; Rin1-Abl PPI inh: -1; DNMT1 inh: -1; Scp1 inh: -1; NadD block: -4; Neddyl block: inactive; Rpn11 inh: inactive; SUMO1-SIM PPI: -1

What do the screens show for `CC1(C)Oc2ccc(C(=O)Nc3ccccc3)cc2N(CC#N)C1=O`?
LMPTP inh: -0.5; STEP block: 1; CSN deneddyl inh: 0; Rin1-Abl PPI inh: 2; DNMT1 inh: -2; Scp1 inh: -10; NadD block: -1; Neddyl block: inactive; Rpn11 inh: inactive; SUMO1-SIM PPI: 9

What do the screens show for `CCCCC(CC(O)COCCC)C(=O)NN` (stereo not drawn)?
LMPTP inh: -1.1; STEP block: -1; CSN deneddyl inh: -4; Rin1-Abl PPI inh: -3; DNMT1 inh: 1; Scp1 inh: -7; NadD block: 0; Neddyl block: inactive; Rpn11 inh: inactive; SUMO1-SIM PPI: -1

How did CC(=O)N1CCN(C(=O)c2cccc(S(=O)(=O)N3CCN(c4ccccc4)CC3)c2)CC1 do in these assays?
LMPTP inh: -0.8; STEP block: 2; CSN deneddyl inh: 1; Rin1-Abl PPI inh: 1; DNMT1 inh: -1; Scp1 inh: 0; NadD block: 9; Neddyl block: inactive; Rpn11 inh: inactive; SUMO1-SIM PPI: 5

What do the screens show for `COc1ccccc1CNCC(=O)Nc1cc(S(=O)(=O)N2CCCCC2)ccc1C`?
LMPTP inh: -0.4; STEP block: -3; CSN deneddyl inh: 2; Rin1-Abl PPI inh: 2; DNMT1 inh: -4; Scp1 inh: 0; NadD block: -5; Neddyl block: inactive; Rpn11 inh: inactive; SUMO1-SIM PPI: 1

What do the screens show for `NNC(=S)Nc1ccc(S(=O)(=O)N2CCCCC2)cc1`?
LMPTP inh: -3.3; STEP block: 0; CSN deneddyl inh: 5; Rin1-Abl PPI inh: 1; DNMT1 inh: -3; Scp1 inh: -10; NadD block: 3; Neddyl block: inactive; Rpn11 inh: inactive; SUMO1-SIM PPI: 14

Results for O=C(Nc1ccc2c(c1)OCO2)C1COc2ccccc2O1 (stereo not drawn) ?
LMPTP inh: 0.3; STEP block: -1; CSN deneddyl inh: 4; Rin1-Abl PPI inh: 3; DNMT1 inh: -12; Scp1 inh: -9; NadD block: -5; Neddyl block: inactive; Rpn11 inh: inactive; SUMO1-SIM PPI: -1

Results for COc1ccc(/C=N/NC(=O)c2ccncc2)c(OC)c1 ?
LMPTP inh: -0.4; STEP block: -3; CSN deneddyl inh: 1; Rin1-Abl PPI inh: 1; DNMT1 inh: 1; Scp1 inh: -14; NadD block: -6; Neddyl block: inactive; Rpn11 inh: inactive; SUMO1-SIM PPI: -8

How did NC(=O)NC(c1ccc(Cl)cc1)c1ccccc1Cl (stereo not drawn) do in these assays?
LMPTP inh: -0.2; STEP block: 0; CSN deneddyl inh: -1; Rin1-Abl PPI inh: -2; DNMT1 inh: -1; Scp1 inh: -17; NadD block: -4; Neddyl block: inactive; Rpn11 inh: inactive; SUMO1-SIM PPI: 4

How did Cc1ccc(C(=O)c2ccccc2C(=O)OCC(=O)NCCc2ccccc2)cc1 do in these assays?
LMPTP inh: 1.4; STEP block: 1; CSN deneddyl inh: -4; Rin1-Abl PPI inh: -3; DNMT1 inh: 0; Scp1 inh: -5; NadD block: -4; Neddyl block: inactive; Rpn11 inh: inactive; SUMO1-SIM PPI: -4

What do the screens show for `O=C(NCC1CCCO1)c1cc(NS(=O)(=O)c2cccs2)cc(NS(=O)(=O)c2cccs2)c1` (stereo not drawn)?
LMPTP inh: 0.1; STEP block: 4; CSN deneddyl inh: -3; Rin1-Abl PPI inh: 0; DNMT1 inh: 0; Scp1 inh: -13; NadD block: 2; Neddyl block: inactive; Rpn11 inh: inactive; SUMO1-SIM PPI: 22

What do the screens show for `CCCNC(=O)CC(NS(=O)(=O)c1ccc(Cl)cc1)c1ccco1` (stereo not drawn)?
LMPTP inh: 0.2; STEP block: 2; CSN deneddyl inh: -4; Rin1-Abl PPI inh: 5; DNMT1 inh: 3; Scp1 inh: -2; NadD block: 5; Neddyl block: inactive; Rpn11 inh: inactive; SUMO1-SIM PPI: -4

How did O=C(O)/C=C(/c1ccccc1)C(F)(F)F do in these assays?
LMPTP inh: -2.1; STEP block: 4; CSN deneddyl inh: 9; Rin1-Abl PPI inh: -3; DNMT1 inh: 2; Scp1 inh: -4; NadD block: -1; Neddyl block: inactive; Rpn11 inh: inactive; SUMO1-SIM PPI: 0

What do the screens show for `CCc1ccc(OCC2NCCc3cc(OC)c(OC)cc32)cc1` (stereo not drawn)?
LMPTP inh: 0.9; STEP block: -1; CSN deneddyl inh: -3; Rin1-Abl PPI inh: 5; DNMT1 inh: -10; Scp1 inh: -7; NadD block: 6; Neddyl block: inactive; Rpn11 inh: inactive; SUMO1-SIM PPI: 0

How did O=C1NC2(CCCCCC2)C(=O)N1Cc1ccc([N+](=O)[O-])cc1 do in these assays?
LMPTP inh: -1.8; STEP block: -2; CSN deneddyl inh: 3; Rin1-Abl PPI inh: 1; DNMT1 inh: 1; Scp1 inh: -11; NadD block: -5; Neddyl block: inactive; Rpn11 inh: inactive; SUMO1-SIM PPI: -16

How did O=C(c1cccc(NS(=O)(=O)c2ccc(Br)cc2)c1)N1CCCCC1 do in these assays?
LMPTP inh: 0.4; STEP block: -2; CSN deneddyl inh: 4; Rin1-Abl PPI inh: -1; DNMT1 inh: 1; Scp1 inh: -7; NadD block: -1; Neddyl block: inactive; Rpn11 inh: inactive; SUMO1-SIM PPI: 2

Copied from the entries so far (4 entries):
What do the screens show for `NNC(=S)Nc1ccc(S(=O)(=O)N2CCCCC2)cc1`?
LMPTP inh: -3.3; STEP block: 0; CSN deneddyl inh: 5; Rin1-Abl PPI inh: 1; DNMT1 inh: -3; Scp1 inh: -10; NadD block: 3; Neddyl block: inactive; Rpn11 inh: inactive; SUMO1-SIM PPI: 14

Results for O=C(Nc1ccc2c(c1)OCO2)C1COc2ccccc2O1 (stereo not drawn) ?
LMPTP inh: 0.3; STEP block: -1; CSN deneddyl inh: 4; Rin1-Abl PPI inh: 3; DNMT1 inh: -12; Scp1 inh: -9; NadD block: -5; Neddyl block: inactive; Rpn11 inh: inactive; SUMO1-SIM PPI: -1

Results for COc1ccc(/C=N/NC(=O)c2ccncc2)c(OC)c1 ?
LMPTP inh: -0.4; STEP block: -3; CSN deneddyl inh: 1; Rin1-Abl PPI inh: 1; DNMT1 inh: 1; Scp1 inh: -14; NadD block: -6; Neddyl block: inactive; Rpn11 inh: inactive; SUMO1-SIM PPI: -8

How did NC(=O)NC(c1ccc(Cl)cc1)c1ccccc1Cl (stereo not drawn) do in these assays?
LMPTP inh: -0.2; STEP block: 0; CSN deneddyl inh: -1; Rin1-Abl PPI inh: -2; DNMT1 inh: -1; Scp1 inh: -17; NadD block: -4; Neddyl block: inactive; Rpn11 inh: inactive; SUMO1-SIM PPI: 4

New compounds follow:
What do the screens show for `O=C(Cc1ccc(F)cc1)NCCc1cnc[nH]1`?
LMPTP inh: -2.7; STEP block: 2; CSN deneddyl inh: 4; Rin1-Abl PPI inh: 3; DNMT1 inh: -1; Scp1 inh: -10; NadD block: -3; Neddyl block: inactive; Rpn11 inh: inactive; SUMO1-SIM PPI: -1

How did CCC(C)(C)NC(=O)CN(Cc1ccc2c(c1)OCO2)C(=O)CCC(=O)Nc1nccs1 do in these assays?
LMPTP inh: 0.8; STEP block: 2; CSN deneddyl inh: -5; Rin1-Abl PPI inh: 2; DNMT1 inh: -1; Scp1 inh: -1; NadD block: -6; Neddyl block: inactive; Rpn11 inh: inactive; SUMO1-SIM PPI: 2

What do the screens show for `Cc1ccc(CS/C(Nc2ccccc2C)=C(\C#N)C(N)=O)c(C)c1`?
LMPTP inh: 1.3; STEP block: -2; CSN deneddyl inh: -2; Rin1-Abl PPI inh: -6; DNMT1 inh: -5; Scp1 inh: -8; NadD block: -2; Neddyl block: inactive; Rpn11 inh: inactive; SUMO1-SIM PPI: 0

What do the screens show for `COc1cc(/C=N\NC(=O)c2nonc2N)c(OC)cc1Br`?
LMPTP inh: -2.6; STEP block: -3; CSN deneddyl inh: 4; Rin1-Abl PPI inh: -3; DNMT1 inh: -6; Scp1 inh: 2; NadD block: -2; Neddyl block: inactive; Rpn11 inh: inactive; SUMO1-SIM PPI: 14
